TcdB inh – TcdB glycohydrolase inhibition; AID 652162; TcdB glycohydrolase enzymatic assay, plate reader; hit rate 0.24% among 350,000; P18177; inhibition, % at 9.99 µM; in the data active = inhibition above about 10%
Target sequence (P18177 whole entry, looked up): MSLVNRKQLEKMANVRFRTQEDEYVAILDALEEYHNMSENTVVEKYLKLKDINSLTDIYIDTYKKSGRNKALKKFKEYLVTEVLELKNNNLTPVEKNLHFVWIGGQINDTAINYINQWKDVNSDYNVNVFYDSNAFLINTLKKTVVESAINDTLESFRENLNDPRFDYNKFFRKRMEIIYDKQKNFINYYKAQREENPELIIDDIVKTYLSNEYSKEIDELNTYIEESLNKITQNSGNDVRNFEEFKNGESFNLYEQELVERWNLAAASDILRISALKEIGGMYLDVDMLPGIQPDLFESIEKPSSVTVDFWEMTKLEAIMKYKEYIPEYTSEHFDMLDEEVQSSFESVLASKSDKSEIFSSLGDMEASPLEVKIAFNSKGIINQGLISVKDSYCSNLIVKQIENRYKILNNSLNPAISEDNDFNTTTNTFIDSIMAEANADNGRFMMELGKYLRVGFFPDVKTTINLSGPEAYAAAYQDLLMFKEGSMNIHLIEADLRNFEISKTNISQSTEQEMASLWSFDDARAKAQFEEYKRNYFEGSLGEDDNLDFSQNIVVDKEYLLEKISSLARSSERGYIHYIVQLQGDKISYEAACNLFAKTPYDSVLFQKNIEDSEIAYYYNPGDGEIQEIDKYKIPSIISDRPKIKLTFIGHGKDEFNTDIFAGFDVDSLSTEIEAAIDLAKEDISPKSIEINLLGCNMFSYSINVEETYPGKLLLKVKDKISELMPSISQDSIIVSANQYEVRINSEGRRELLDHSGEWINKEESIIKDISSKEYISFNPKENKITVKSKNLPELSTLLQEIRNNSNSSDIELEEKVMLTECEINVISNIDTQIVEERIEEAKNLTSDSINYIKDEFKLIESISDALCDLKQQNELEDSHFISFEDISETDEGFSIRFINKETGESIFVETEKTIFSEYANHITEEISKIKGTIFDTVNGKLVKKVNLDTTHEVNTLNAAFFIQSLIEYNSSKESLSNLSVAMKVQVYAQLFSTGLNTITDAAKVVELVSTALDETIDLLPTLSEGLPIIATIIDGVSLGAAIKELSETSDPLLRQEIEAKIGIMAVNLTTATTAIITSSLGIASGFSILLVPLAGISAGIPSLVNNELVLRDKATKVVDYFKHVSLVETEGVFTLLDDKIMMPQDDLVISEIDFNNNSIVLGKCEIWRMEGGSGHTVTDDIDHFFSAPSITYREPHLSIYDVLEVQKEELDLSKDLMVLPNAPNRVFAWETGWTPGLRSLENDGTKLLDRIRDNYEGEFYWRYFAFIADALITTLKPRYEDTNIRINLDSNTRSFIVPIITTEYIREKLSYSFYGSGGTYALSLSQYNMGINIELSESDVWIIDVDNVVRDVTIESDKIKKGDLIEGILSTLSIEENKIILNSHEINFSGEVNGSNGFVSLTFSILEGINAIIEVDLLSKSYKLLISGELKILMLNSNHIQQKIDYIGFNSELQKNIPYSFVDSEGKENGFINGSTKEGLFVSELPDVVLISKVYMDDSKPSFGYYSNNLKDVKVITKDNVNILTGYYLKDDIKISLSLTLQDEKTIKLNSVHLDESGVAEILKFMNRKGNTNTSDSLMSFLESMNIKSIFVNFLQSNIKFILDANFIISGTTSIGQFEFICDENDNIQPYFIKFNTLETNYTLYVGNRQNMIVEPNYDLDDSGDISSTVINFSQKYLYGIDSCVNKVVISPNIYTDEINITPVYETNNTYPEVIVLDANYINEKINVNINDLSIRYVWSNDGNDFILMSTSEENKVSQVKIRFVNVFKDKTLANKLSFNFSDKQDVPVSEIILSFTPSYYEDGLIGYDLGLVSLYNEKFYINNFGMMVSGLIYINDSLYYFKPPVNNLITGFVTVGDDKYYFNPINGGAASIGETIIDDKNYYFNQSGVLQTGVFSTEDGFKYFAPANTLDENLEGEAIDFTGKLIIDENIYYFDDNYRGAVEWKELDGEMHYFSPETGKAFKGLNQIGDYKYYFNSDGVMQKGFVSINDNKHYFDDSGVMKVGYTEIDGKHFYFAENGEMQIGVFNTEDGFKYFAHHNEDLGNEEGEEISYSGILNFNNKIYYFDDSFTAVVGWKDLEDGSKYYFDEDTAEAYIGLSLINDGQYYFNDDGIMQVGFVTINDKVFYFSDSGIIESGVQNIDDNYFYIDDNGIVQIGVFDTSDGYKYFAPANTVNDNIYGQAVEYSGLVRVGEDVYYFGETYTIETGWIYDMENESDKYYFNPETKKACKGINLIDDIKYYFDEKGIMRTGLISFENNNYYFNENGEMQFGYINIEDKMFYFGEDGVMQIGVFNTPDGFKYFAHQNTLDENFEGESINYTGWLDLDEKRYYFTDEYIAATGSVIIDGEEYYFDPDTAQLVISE
Numbers without * were called inactive; & = joins results of further samples. Only part of the results is shown (hit frequency here may not be typical).

cpd	smiles	TcdB inh
1	C[C@H](CO)N1C[C@H](C)[C@@H](CN(C)C(=O)c2ccccn2)Oc2ncc(C3=CCCCC3)cc2C1=O	-0.2
2	C[C@H]1CN([C@@H](C)CO)C(=O)c2cc(NC(=O)Nc3cccc4ccccc34)ccc2O[C@@H]1CN(C)C(=O)Nc1ccc(C(F)(F)F)cc1	-5.2
3	C[C@H](CO)N1C[C@H](C)[C@H](CN(C)Cc2ccncc2)Oc2ccc(NC(=O)Nc3ccc(F)cc3)cc2C1=O	0.0
4	C[C@@H]1CN([C@H](C)CO)C(=O)c2cccc(NC(=O)C3CCCCC3)c2O[C@H]1CN(C)C(=O)Nc1ccc(C(F)(F)F)cc1	0.8
5	C[C@@H]1CN([C@H](C)CO)C(=O)c2cc(-c3ccc(C#N)cc3)cnc2O[C@H]1CN(C)C(=O)c1cccnc1	-2.2
6	O=C(C1CCC1)N1C[C@@H]2[C@H](c3ccccc31)[C@H](CO)N2C(=O)c1ccccc1	0.0
7	CO[C@@H]1CN(C)C(=O)c2cc(NC(C)=O)ccc2OC[C@@H](C)N(Cc2nccs2)C[C@H]1C	0.3
8	CN1C(=O)c2cc(NS(=O)(=O)c3ccc(Cl)cc3)ccc2OC[C@H]2O[C@@H](CC(=O)N3CCc4ccccc4C3)CC[C@H]21	-2.2
9	O=C(CC1CC1)N1CC(=O)N2[C@H](C1)[C@H](c1ccc(C#Cc3ccccc3)cc1)[C@@H]2CO	1.1
10	C[C@@H]1CN([C@@H](C)CO)C(=O)Cc2cc(NC(=O)CCN3CCOCC3)ccc2O[C@@H]1CN(C)CC1CCCCC1	-0.1
11	O=C(C[C@H]1C=C[C@@H](NC(=O)c2ccccc2)[C@@H](CO)O1)NCCc1ccncc1	-0.8
12	C[C@H](CO)N1C[C@H](C)[C@H](CN(C)C(=O)[C@H](Cc2ccccc2)N(C)C)OCc2ccccc2-c2ccccc2C1=O	1.7

More structures
cpd	smiles	TcdB inh
13	O=C(C[C@@H]1C[C@H]2c3cc(NC(=O)Nc4ccc(C(F)(F)F)cc4)ccc3O[C@H]2[C@H](CO)O1)NCC1CC1	-4.1
14	C[C@@H]1CN([C@H](C)CO)S(=O)(=O)c2ccc(C#CC3CC3)cc2O[C@@H]1CN(C)C(=O)c1ccccn1	-0.2
15	CC(C)NC(=O)N1CC(=O)N2[C@@H](CO)[C@H](c3ccc(/C=C/c4ccccc4)cc3)[C@@H]2C1	0.4
16	CS(=O)(=O)Nc1ccc2c(c1)[C@H]1C[C@@H](CC(=O)NCc3cccc(F)c3)O[C@@H](CO)[C@H]1O2	1.1
17	COc1ccc(S(=O)(=O)N(C)C[C@@H]2Oc3ccc(NC(=O)Nc4ccccc4)cc3C(=O)N([C@H](C)CO)C[C@@H]2C)cc1	-1.0
18	COCC(=O)N1CC(=O)N2[C@H](CO)[C@@H](c3ccc(-c4ccccc4F)cc3)[C@H]2C1	-4.9
19	COc1ccc(NC(=O)N(C)C[C@@H]2Oc3ccc(NC(=O)C4CCCCC4)cc3CC(=O)N([C@@H](C)CO)C[C@@H]2C)cc1	0.9
20	CCNC(=O)C[C@H]1CC[C@H]2[C@@H](COc3ccc(NC(=O)Nc4cccc(C#N)c4)cc3C(=O)N2C)O1	1.0
21	C[C@H](NC(=O)C[C@H]1CC[C@@H]2[C@H](COC[C@H](O)CN2Cc2ccc(C(F)(F)F)cc2)O1)c1ccccc1	-1.0
22	O=C(C[C@@H]1C=C[C@@H](NC(=O)c2ccncc2)[C@H](CO)O1)Nc1ccccc1	-0.2
23	C[C@@H]1CN([C@H](C)CO)C(=O)c2cc(C3=CCCCC3)cnc2O[C@H]1CN(C)Cc1ccccc1C(=O)O	-2.7
24	COc1ccc(S(=O)(=O)Nc2ccc3c(c2)C(=O)N([C@H](C)CO)C[C@H](C)[C@H](CN(C)CC2CC2)OCCCC[C@H](C)O3)cc1	0.0

Continuation.
cpd	smiles	TcdB inh
25	Cc1ccc(S(=O)(=O)N2C[C@H](O)COC[C@@H]3O[C@@H](CC(=O)NCCN4CCCCC4)CC[C@H]32)cc1	0.3
26	C[C@H]1CCCCO[C@@H](CN(C)S(=O)(=O)c2cccs2)[C@@H](C)CN([C@@H](C)CO)C(=O)c2cc(NS(=O)(=O)c3cn(C)cn3)ccc2O1	0.7
27	C[C@H](CO)N1C[C@H](C)[C@H](CN(C)C(=O)Nc2cccc3ccccc23)Oc2ccc(NC(=O)Cc3cn(C)c4ccccc34)cc2CC1=O	0.1
28	Cc1cc(C(=O)Nc2cccc3c2O[C@@H](CN(C)C(=O)Nc2ccccc2)[C@@H](C)CN([C@@H](C)CO)C3=O)n(C)n1	0.2
29	CCCNC(=O)[C@@H]1[C@@H](CO)[C@@H]2Cn3c(ccc(-c4ccccc4F)c3=O)[C@@H]2N1C(C)=O	-2.1
30	CNC[C@H]1OCCCC[C@@H](C)Oc2ccc(N)cc2C(=O)N([C@@H](C)CO)C[C@H]1C	-0.2
31	Cc1noc(C)c1NC(=O)N(C)C[C@H]1Oc2c(NC(=O)CCCCCC(=O)Nc3ccccc3N)cccc2C(=O)N([C@@H](C)CO)C[C@H]1C	-16.9
32	CCCNC(=O)Nc1ccc2c(c1)OC[C@@H](C)N(C(=O)C1CCOCC1)C[C@H](C)[C@H](OC)CN(C)C2=O	0.9
33	C[C@H](CO)N1C[C@H](C)[C@H](CN(C)C(=O)c2ccccn2)Oc2ncc(-c3cccc(C#N)c3)cc2C1=O	0.7
34	C/C=C/c1ccc2c(c1)O[C@H](CN(C)Cc1cccc(F)c1)[C@H](C)CN([C@@H](C)CO)S2(=O)=O	0.2
35	COc1ccc(NC(=O)Nc2ccc3c(c2)C(=O)N([C@@H](C)CO)C[C@@H](C)[C@H](CN(C)S(=O)(=O)c2cccs2)OCCCC[C@@H](C)O3)cc1	0.6
36	COc1ccccc1S(=O)(=O)N[C@H]1C=C[C@@H](CC(=O)NCc2cccc(F)c2)O[C@@H]1CO	0.7

More structures:
cpd	smiles	TcdB inh
37	N#C[C@@H]1[C@@H](c2ccc(-c3ccccc3F)cc2)[C@H](CO)N1C(=O)C1CCOCC1	-1.1
38	C[C@H](CO)N1C[C@H](C)[C@@H](CN(C)C(=O)CN(C)C)Oc2cc(C#Cc3cccnc3)ccc2S1(=O)=O	0.1
39	C[C@@H]1CN([C@H](C)CO)C(=O)c2cc(NS(=O)(=O)c3cccs3)ccc2O[C@H]1CN(C)S(=O)(=O)c1ccc(F)cc1	-0.4
40	C[C@@H]1CN([C@H](C)CO)C(=O)c2cc(C3=CCCCC3)cnc2O[C@@H]1CN(C)CC1CCOCC1	-0.6
41	COC(=O)[C@H]1[C@H](CO)[C@H]2Cn3c(ccc(-c4ccccc4F)c3=O)[C@@H]1N2C(=O)C1CCC1	0.3
42	O=C(Nc1ccccc1F)N[C@H]1CC[C@H](CCNC(=O)C2CCCCC2)O[C@H]1CO	4.0
43	CC(=O)NC[C@H]1[C@@H](c2ccc(C3=CCCC3)cc2)[C@@H](CO)N1C(=O)C1CC1	-0.4
44	CO[C@H]1CN(C)C(=O)c2ccc(NS(=O)(=O)c3ccc(Oc4ccccc4)cc3)cc2OC[C@H](C)NC[C@@H]1C	1.6
45	C[C@H]1CN([C@@H](C)CO)C(=O)c2cc(NC(=O)Cc3ccccc3)ccc2O[C@H]1CN(C)S(C)(=O)=O	0.5
46	COC(=O)[C@@H]1[C@@H](CO)[C@@H]2Cn3c(cccc3=O)[C@H]1N2C(=O)C1CCCC1	-19.2
47	O=C(C[C@@H]1CC[C@H]2[C@@H](COC[C@@H](O)CN2Cc2ccc(Oc3ccccc3)cc2)O1)N1CCc2ccccc2C1	-4.8
48	CC(C)NC(=O)NCC[C@H]1CC[C@H](NS(=O)(=O)c2ccc(Oc3ccccc3)cc2)[C@H](CO)O1	-3.3

Ordered by SMILES length (falling): some entries from above.
cpd	smiles	TcdB inh
16	CS(=O)(=O)Nc1ccc2c(c1)[C@H]1C[C@@H](CC(=O)NCc3cccc(F)c3)O[C@@H](CO)[C@H]1O2	1.1
45	C[C@H]1CN([C@@H](C)CO)C(=O)c2cc(NC(=O)Cc3ccccc3)ccc2O[C@H]1CN(C)S(C)(=O)=O	0.5
29	CCCNC(=O)[C@@H]1[C@@H](CO)[C@@H]2Cn3c(ccc(-c4ccccc4F)c3=O)[C@@H]2N1C(C)=O	-2.1

The list goes on.
cpd	smiles	TcdB inh
49	C[C@H]1CN([C@@H](C)CO)C(=O)c2cc(NC(=O)Cn3cnnn3)ccc2O[C@@H]1CN(C)S(=O)(=O)c1ccc(F)cc1	0.2
50	CCCNC(=O)[C@H]1[C@H](CO)[C@H]2Cn3c(ccc(-c4ccccc4)c3=O)[C@H]2N1CC	-0.5
51	C[C@@H]1CN([C@H](C)CO)C(=O)c2c(c3ccccc3n2C)-c2ccccc2CO[C@@H]1CN(C)S(=O)(=O)c1ccc(C#N)cc1	1.3
52	C[C@@H]1CN([C@H](C)CO)C(=O)c2cc(-c3cncnc3)cnc2O[C@@H]1CN(C)Cc1ccc(Oc2ccccc2)cc1	-3.3&0.3
53	O=C(Cc1ccccc1)N[C@H]1CC[C@@H](CC(=O)N2CCOCC2)O[C@H]1CO	-15.8
54	COC(=O)[C@H]1[C@H](CO)[C@H]2Cn3c(ccc(C4=CCCCC4)c3=O)[C@@H]1N2CC1CCCCC1	1.6
55	O=C(C[C@H]1C[C@H]2c3cc(NC(=O)c4cccnc4)ccc3O[C@H]2[C@H](CO)O1)NCCc1ccccc1	-1.2
56	CCCNC(=O)N1[C@@H](C#N)[C@H](c2ccc(C#Cc3ccc(F)cc3)cc2)[C@@H]1CO	0.1
57	C[C@@H]1CN([C@H](C)CO)C(=O)c2cc(NC(=O)CCC(F)(F)F)ccc2O[C@@H](C)CCCCO[C@@H]1CN(C)C(=O)CCC(F)(F)F	0.5
58	C[C@H]1CN([C@@H](C)CO)C(=O)c2cc(C#Cc3ccccc3)cnc2O[C@H]1CN(C)C(=O)c1ccccn1	-0.1
59	C[C@H]1CN([C@@H](C)CO)C(=O)c2cccc(NC(=O)c3ccncc3)c2O[C@H]1CN(C)S(=O)(=O)c1cccs1	-18.3
60	C[C@H](CO)N1C[C@H](C)[C@H](CN(C)Cc2ccc(Cl)c(Cl)c2)Oc2ccc(NC(=O)C3CC3)cc2CC1=O	-1.5

Random excerpt: four entries already listed, in no set order.
cpd	smiles	TcdB inh
33	C[C@H](CO)N1C[C@H](C)[C@H](CN(C)C(=O)c2ccccn2)Oc2ncc(-c3cccc(C#N)c3)cc2C1=O	0.7
22	O=C(C[C@@H]1C=C[C@@H](NC(=O)c2ccncc2)[C@H](CO)O1)Nc1ccccc1	-0.2
3	C[C@H](CO)N1C[C@H](C)[C@H](CN(C)Cc2ccncc2)Oc2ccc(NC(=O)Nc3ccc(F)cc3)cc2C1=O	0.0
23	C[C@@H]1CN([C@H](C)CO)C(=O)c2cc(C3=CCCCC3)cnc2O[C@H]1CN(C)Cc1ccccc1C(=O)O	-2.7

(more compounds)
cpd	smiles	TcdB inh
61	CC(C)NC(=O)C1(C)CSCC(=O)N1CC(F)(F)F (configuration not stated)	1.6
62	COc1ccc(-c2ccc([C@H]3[C@@H](CO)N4C(=O)CNC[C@@H]34)cc2)cc1	0.2
63	CC(C)NC(=O)N(C)C[C@H]1OCc2ccccc2-c2c(n(C)c3ccccc23)C(=O)N([C@@H](C)CO)C[C@@H]1C	0.7
64	COc1ccc(NC(=O)N(C)C[C@@H]2Oc3c(NC(=O)c4cnccn4)cccc3C(=O)N([C@H](C)CO)C[C@@H]2C)cc1	0.7
65	COc1ccc(S(=O)(=O)Nc2ccc3c(c2)C(=O)N([C@H](C)CO)C[C@H](C)[C@H](CN(C)S(=O)(=O)c2ccc(F)cc2)OCCCC[C@@H](C)O3)cc1	0.8
66	C[C@@H]1CN([C@H](C)CO)C(=O)c2cccc(NC(=O)CCCCCC(=O)Nc3ccccc3N)c2O[C@H]1CN(C)Cc1ccc(Cl)c(Cl)c1	-0.5
67	CO[C@H]1CN(C)C(=O)c2cc(NS(C)(=O)=O)ccc2OC[C@@H](C)N(Cc2nccs2)C[C@H]1C	-2.0
68	CN1[C@@H]2c3ccc(-c4ccccc4)c(=O)n3C[C@H]1[C@H](CO)[C@H]2C(=O)Nc1nccs1	-0.2
69	Cc1ccc(S(=O)(=O)N[C@H]2C=C[C@@H](CC(=O)NC3CCCCC3)O[C@@H]2CO)cc1	0.1
70	CCCNC(=O)N1[C@H](CO)[C@@H](c2ccccc2-c2cccc(C)c2)[C@@H]1C#N	3.1
71	O=C(C[C@@H]1C[C@H]2c3cc(NC(=O)NC4CCCC4)ccc3O[C@H]2[C@H](CO)O1)NCc1ccc2c(c1)OCO2	-1.1
72	CCCN1[C@H](C(=O)N(C)C)[C@@H](CO)[C@@H]2Cn3c(ccc(/C=C/c4ccccc4)c3=O)[C@@H]21	-0.7

Next compounds.
cpd	smiles	TcdB inh
73	COC(=O)c1cc2c(c3c4cc(F)ccc4n(S(=O)(=O)c4cccc(C)c4)c13)C(=O)N(Cc1ccc(N(C)C)cc1)C2	-0.6
74	CC(C)NC(=O)Nc1ccc2c(c1)C(=O)N([C@H](C)CO)C[C@@H](C)[C@@H](CN(C)S(=O)(=O)c1cn(C)cn1)OCCCC[C@H](C)O2	0.2
75	CO[C@@H]1CN(C)C(=O)c2ccc(NS(=O)(=O)c3ccccc3)cc2OC[C@@H](C)N(Cc2ccccn2)C[C@@H]1C	0.9
76	CN1C(=O)c2cc(NS(=O)(=O)c3ccc(Cl)cc3)ccc2OC[C@H]2O[C@H](CC(=O)N3CCc4ccccc4C3)CC[C@@H]21	-1.0
77	C[C@@H]1CN([C@@H](C)CO)C(=O)c2cc(NS(C)(=O)=O)ccc2O[C@@H](C)CCCCO[C@@H]1CN(C)C(=O)Nc1ccc(F)cc1	0.7
78	C[C@@H]1CN([C@H](C)CO)C(=O)Cc2cc(NS(C)(=O)=O)ccc2O[C@H]1CN(C)S(C)(=O)=O	-0.4
79	C[C@@H]1CCCCO[C@@H](CN(C)Cc2ccc(Cl)c(Cl)c2)[C@H](C)CN([C@@H](C)CO)C(=O)c2cc(NC(=O)C3CCCCC3)ccc2O1	-0.9
80	CC(=O)N1[C@H](CO)[C@@H](c2ccc(-c3ccccc3F)cc2)C12CN(CC1CCOCC1)C2	-0.9
81	CN1C(=O)c2cc(NC(=O)c3cccc(F)c3)ccc2OC[C@@H]2O[C@H](CC(=O)Nc3ccccc3)CC[C@@H]21	-0.1
